TDP1 block: inhibitors of human tyrosyl-DNA phosphodiesterase TDP1; Q9NUW8; recombinant TDP1, AlphaScreen DNA substrate cleavage; Potency, µM (series often up to 130 µM), for inactives: at the top dose activity change, negative = inhibition, hits mostly inhibitors; 0.28% of 350,000 active; further: nearly all actives have a fitted effect of over 40% in size
Target sequence (Q9NUW8 whole entry, looked up): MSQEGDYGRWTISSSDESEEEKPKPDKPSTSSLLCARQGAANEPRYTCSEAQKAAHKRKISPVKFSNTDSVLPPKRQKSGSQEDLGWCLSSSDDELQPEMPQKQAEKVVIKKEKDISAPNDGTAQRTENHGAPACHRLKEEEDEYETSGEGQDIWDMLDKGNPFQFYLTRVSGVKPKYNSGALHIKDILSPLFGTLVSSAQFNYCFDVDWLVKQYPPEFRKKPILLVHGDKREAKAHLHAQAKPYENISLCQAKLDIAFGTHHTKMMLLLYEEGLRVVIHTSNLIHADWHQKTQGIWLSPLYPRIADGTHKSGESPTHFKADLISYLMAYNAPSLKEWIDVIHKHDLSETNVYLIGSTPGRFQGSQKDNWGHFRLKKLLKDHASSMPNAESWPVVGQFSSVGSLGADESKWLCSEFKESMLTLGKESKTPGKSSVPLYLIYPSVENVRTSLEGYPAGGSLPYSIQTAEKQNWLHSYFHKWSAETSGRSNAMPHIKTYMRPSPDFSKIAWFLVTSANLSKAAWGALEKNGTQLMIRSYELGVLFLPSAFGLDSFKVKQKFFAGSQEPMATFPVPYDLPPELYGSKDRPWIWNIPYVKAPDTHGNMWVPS
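Tdp1 1 nM final; 15 min RT w/ cpd; substrate 15 nM, 5 min; beads 10 ug/ml, 10 min; AlphaScreen read. Neg ctrl: no enzyme.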
FEN1 inhibitor: human FEN1 inhibition | P39748 | Recombinant FEN1 flap cleavage, fluorescence, 15 min | Potency, µM (doses to about 114 µM), inactives show at the highest dose activity change, negative = inhibition, actives largely listed as inhibitors | 0.35% of 390,000 active; further: nearly all actives have a fitted effect of over 65% in size
Target sequence (P39748 whole entry, looked up): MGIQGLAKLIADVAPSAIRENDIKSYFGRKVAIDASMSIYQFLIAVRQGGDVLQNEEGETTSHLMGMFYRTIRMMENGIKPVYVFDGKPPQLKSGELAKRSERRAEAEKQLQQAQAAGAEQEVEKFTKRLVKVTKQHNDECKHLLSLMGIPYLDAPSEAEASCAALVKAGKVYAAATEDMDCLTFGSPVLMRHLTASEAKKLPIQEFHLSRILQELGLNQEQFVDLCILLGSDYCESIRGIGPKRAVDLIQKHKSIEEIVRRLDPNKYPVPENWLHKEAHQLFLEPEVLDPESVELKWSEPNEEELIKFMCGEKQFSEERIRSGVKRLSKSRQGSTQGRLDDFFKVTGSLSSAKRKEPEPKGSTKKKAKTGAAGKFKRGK
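In this screen, 50 nM flap DNA substrate was added to 10 nM FEN1 pretreated with compound for 15 min at room temperature; cleavage was followed with reads at 0 and 15 min, and Hill fitting gave concentration–response parameters.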
N370S GC: inhibits or activates N370S mutant glucocerebrosidase; N370S GC spleen homogenate, 4MU-glucoside fluorescence; AID 2101; 0.092% of 330,000 active; Potency, µM (series often up to 59.4 µM), without a hit: at the highest dose activity change, negative = inhibition, hits mostly inhibitors; P04062;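 further: 0% = full enzyme activity and -100% = no enzyme basal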
* hit, by the source's call; ? = inconclusive; . = not tested or not shown; & = joins results of further samples; [ ] = dose if it differs, or a comment. The call rests on the fitted dose curve; in most records, active means well fitted curve in the direction sought with a large enough effect; inconclusive means small, poorly fitted or top-dose-only effect, or another doubt; inactive means no such curve, though single readings can be large; an effect the other way counts as inactive or inconclusive. Unless noted, on the % scale 0 is the no-effect control and ±100 the full control effect; potency means the concentration at half of the fitted maximal effect. Outcome played no part in choosing rows, and some 0.53% of all compounds hit somewhere here.

mol | TDP1 block | N370S GC | FEN1 inhibitor
O=[S+]([O-])([O-])c1ccc2c(c1)cc([S+](=O)([O-])[O-])c1nn(-c3ccc(/C=C/c4ccc(-n5nc6c([S+](=O)([O-])[O-])cc7cc([S+](=O)([O-])[O-])ccc7c6n5)cc4[S+](=O)([O-])[O-])c([S+](=O)([O-])[O-])c3)nc12 | ? | . | ?
CCCCn1c(CN2CCN(C(=O)c3ccco3)CC2)nc2c1c(=O)n(C)c(=O)n2C | 5% | 19% | -8%
CCCCN(C(=O)c1ccc2c(c1)S(=O)(=O)N=C1CCCCCN12)c1c(N)n(CCCC)c(=O)[nH]c1=O | 1% | -7% | -1%
CNc1nc(-c2ccc3c(c2)CCN3C(=O)c2ccc(F)cc2)cs1 | 4% | 9% | -19%
CC(C)c1ccc2oc(-c3ccc(NC(=O)c4ncn[nH]4)cc3)nc2c1 | 7% | -2% | 13%
CCOC(=O)N1CCN(C(=O)COC(=O)C2CCN(S(=O)(=O)c3ccc(C)c(C)c3)CC2)CC1 | 1% | -3% | -8%
O=S(=O)(NC1CCN(S(=O)(=O)c2ccc3c(c2)OCCO3)C1)c1c(F)cccc1F (stereo not given) | 0%&0% | . | -3%
Cc1c(C)c(C)c(S(=O)(=O)N2CCSCC2)c(C)c1C | 6% | 15% | 13%
CC(=O)c1cnn(-c2nc3c(C)cccc3s2)c1C | 1% | 22% | -9%
Cc1ccnn1CC(=O)N/N=C/c1c[nH]c2ccccc12 | 7% | 8% | 1%
O=C1OC2(CCCCC2)OC(=O)C1=CNc1nc2ccccc2s1 | -2% | 1% | 2%
O=C(C[n+]1cc(Br)cc(Br)c1)c1ccc(Cl)cc1 | . | -1% | -2%
COc1ccc(Nc2nc(N3CCCCC3)c3ccccc3n2)cc1 | 6% | -7% | -10%
COc1cccc(NC(=O)CSc2nc3ccccc3nc2N2CCOCC2)c1 | -1% | ? | 3%&-4%
Cc1noc(C)c1COC(=O)c1ccc2c(c1)OCO2 | -1% | 12% | -11%
CCn1c(N)c(Br)c(=O)[nH]c1=O | 1% | 11% | -10%
O=[N+]([O-])c1ccc(Cl)c(/C=N/N2CCN(Cc3ccccc3Cl)CC2)c1 | 11% | 2% | -6%
Cc1cccc(C)c1NC(=O)CSCc1cnn(-c2ccccc2)c1-n1cccc1 | 11% | . | -17%
COc1ccc(NC(=O)C2CC(=O)N/C(=N/NC(=O)c3ccc(Cl)cc3)S2)cc1 (stereo not given) | 7% | 4% | -1%
Cc1cc(C)cc(NC(=O)C2CCCN(c3nccc(C)n3)C2)c1 (stereo not given) | 8% | 4% | 2%
O=C(COC(=O)c1cnccn1)c1ccc(OC(=O)c2ccccc2)cc1 | 2% | 10% | -3%
CCOC(=O)CNC(=O)c1cccnc1Oc1ccc(Cl)cc1 | 7% | -4% | 6%
CC1(NC(=O)c2cccc(S(=O)(=O)N3CCCc4ccccc43)c2)CCS(=O)(=O)C1 (stereo not given) | -21%[0.505 µM] | -1% | -1%
COc1cccc(NC(=O)c2ccc(CN3CCc4ccccc4C3)cc2)c1 | . | -12% | ?
Cc1c(Cl)cccc1NC(=S)N(Cc1ccccc1)Cc1cccnc1 | 6% | -13% | 2%
O=C(NC(=S)N1CCN(c2ccccc2)CC1)c1ccc(S(=O)(=O)N2CCOCC2)cc1 | . | -20% | 0%
COc1ccc(OCCn2ccnc2)cc1 | . | 3% | 9%
N#Cc1cc2cc3c(cc2nc1SCC(=O)N1CCOCC1)OCO3 | -7% | -6% | -4%
CCCOc1ccc(Cc2nn3c(=O)/c(=C/c4ccco4)sc3nc2=O)cc1 | . | 4% | ?
CC(=O)Nc1nc(-c2cc([N+](=O)[O-])cs2)cs1 | -7% | 0% | 14%

Reformatted with values ahead of the structure: entries from further up.
TDP1 block	N370S GC	FEN1 inhibitor	compound
6%	-13%	2%	Cc1c(Cl)cccc1NC(=S)N(Cc1ccccc1)Cc1cccnc1
.	-20%	0%	O=C(NC(=S)N1CCN(c2ccccc2)CC1)c1ccc(S(=O)(=O)N2CCOCC2)cc1

Ordered by molar mass (low to high): part of the list above.
mol | TDP1 block | N370S GC | FEN1 inhibitor
COc1ccc(OCCn2ccnc2)cc1 | . | 3% | 9%
CCn1c(N)c(Br)c(=O)[nH]c1=O | 1% | 11% | -10%
Cc1noc(C)c1COC(=O)c1ccc2c(c1)OCO2 | -1% | 12% | -11%
Cc1ccnn1CC(=O)N/N=C/c1c[nH]c2ccccc12 | 7% | 8% | 1%
Cc1c(C)c(C)c(S(=O)(=O)N2CCSCC2)c(C)c1C | 6% | 15% | 13%
CCOC(=O)CNC(=O)c1cccnc1Oc1ccc(Cl)cc1 | 7% | -4% | 6%
O=C1OC2(CCCCC2)OC(=O)C1=CNc1nc2ccccc2s1 | -2% | 1% | 2%
CNc1nc(-c2ccc3c(c2)CCN3C(=O)c2ccc(F)cc2)cs1 | 4% | 9% | -19%
N#Cc1cc2cc3c(cc2nc1SCC(=O)N1CCOCC1)OCO3 | -7% | -6% | -4%
O=C(COC(=O)c1cnccn1)c1ccc(OC(=O)c2ccccc2)cc1 | 2% | 10% | -3%
Cc1c(Cl)cccc1NC(=S)N(Cc1ccccc1)Cc1cccnc1 | 6% | -13% | 2%
O=C(C[n+]1cc(Br)cc(Br)c1)c1ccc(Cl)cc1 | . | -1% | -2%
O=[N+]([O-])c1ccc(Cl)c(/C=N/N2CCN(Cc3ccccc3Cl)CC2)c1 | 11% | 2% | -6%
Cc1cccc(C)c1NC(=O)CSCc1cnn(-c2ccccc2)c1-n1cccc1 | 11% | . | -17%
CCCCn1c(CN2CCN(C(=O)c3ccco3)CC2)nc2c1c(=O)n(C)c(=O)n2C | 5% | 19% | -8%
COc1ccc(NC(=O)C2CC(=O)N/C(=N/NC(=O)c3ccc(Cl)cc3)S2)cc1 (stereo not given) | 7% | 4% | -1%
CC1(NC(=O)c2cccc(S(=O)(=O)N3CCCc4ccccc43)c2)CCS(=O)(=O)C1 (stereo not given) | -21%[0.505 µM] | -1% | -1%
CCCCN(C(=O)c1ccc2c(c1)S(=O)(=O)N=C1CCCCCN12)c1c(N)n(CCCC)c(=O)[nH]c1=O | 1% | -7% | -1%
O=[S+]([O-])([O-])c1ccc2c(c1)cc([S+](=O)([O-])[O-])c1nn(-c3ccc(/C=C/c4ccc(-n5nc6c([S+](=O)([O-])[O-])cc7cc([S+](=O)([O-])[O-])ccc7c6n5)cc4[S+](=O)([O-])[O-])c([S+](=O)([O-])[O-])c3)nc12 | ? | . | ?

(further entries)
mol | TDP1 block | N370S GC | FEN1 inhibitor
OC(CC#CCN1CCCC1)(c1ccccc1)c1ccccc1 | 3% | 3% | 1%
COc1ccc(Cn2c(C(=O)O)c(CNCc3ccc(OC)cc3OC)c3ccc(C)cc32)cc1 | 6% | . | 18%
O=C(Nc1ccc(NC(=O)c2cccs2)cc1)c1ccc2c(c1)OCO2 | -6% | -2% | -1%
Cc1ccc([C@@H]2CC=C(C(=O)O)[C@H](c3cccc(Cl)c3)N2S(=O)(=O)c2ccc(C)cc2)cc1 | 1% | 10% | 8%
C=CCn1c(C)nnc1SCC(=O)Nc1nc(C)c(C(=O)N(C)C)s1 | -1% | 7% | 6%
Cc1cc(NC(=O)CSc2nc(=O)n3cccc(C)c3n2)no1 | . | -9% | -2%
COC(=O)c1ccccc1NC(=O)Oc1ccc(C(C)C)cc1 | 0% | -12% | -20%
Cc1ccccc1NC(=O)c1nc2nccc(C)n2n1 | 5% | -11% | .
COc1ccc(-c2nc3ccccc3n3c(-c4cccc(C)c4)c4c(=O)n(C)c(=O)n(C)c4c23)cc1OC | -1% | . | -8%
Cc1ccc(N(CC(=O)Nc2c(C)n(C)n(-c3ccccc3)c2=O)S(C)(=O)=O)cc1C | 0% | 7% | 1%
O=C(NC1=NCCS1)C1Cc2ccccc2CN1C(=O)c1ccccc1 (stereo not given) | 0% | 5% | -4%
Oc1ccc(/C=N/Nc2ccc(C(F)(F)F)cn2)cc1 | 2% | -1% | -4%
Cc1cc(Br)cc2c(C(=O)NCC3CCCO3)cc(-c3ccccc3)nc12 (stereo not given) | 3% | -6% | -1%
COc1ccccc1/C=C(/C(=O)NCCCn1ccnc1)c1ccccc1 | 4% | 10% | -3%
COC(=O)c1ccc(COc2cc(O)c3c(c2)OC(C)(C)CC3=O)cc1 | 2% | 20% | -17%
CCCCSc1ncnc2c1sc1nc(N3CCOCC3)c3c(c12)CCCC3 | -7% | . | 15%
COc1cc(-c2nc(CN3CCN(C(=O)c4ccco4)CC3)c(C)o2)ccc1F | 4% | -1% | -16%
CCCN1Cc2cccc(C(=O)Nc3ccc4c(c3)OCO4)c2C1=O | 4% | 27% | ?
COC(=O)CSc1nc2c(c(C3CC=CCC3)c1C#N)CCC2 (stereo not given) | -7% | ? | -14%
O=S1(=O)C=CC(c2ccccc2)C1 (stereo not given) | 8% | -2% | -4%
CCN1C(=O)N[C@@H](c2ccccc2)[C@@H](C(=O)OC)[C@H]1C | 5%[21 µM] | -5%[12.8 µM] | 0%
CCOC(=O)c1cc(-c2ccc(OC)cc2)n(CCC(=O)Nc2cccc(C(C)=O)c2)c1C | 4% | . | -2%
CN1CCC(=O)N(C(CSc2ccc(Br)cc2)Cc2ccccc2)CC1 (stereo not given) | 14% | -5% | 1%
O=C(CSCSCC(=O)NCC1CCCO1)NCC1CCCO1 (stereo not given) | 2% | -6% | -1%
Cc1ccc2c(c1)C(=O)C(=O)N2c1ccc(C(F)(F)F)cc1 | 1% | . | 18%
CCOc1ccc(S(=O)(=O)N2CCC(N3CCN(Cc4ccc(F)cc4)C(=O)C3=O)CC2)cc1 | -3% | . | -5%
O=C1c2oc3ccc(Cl)cc3c(=O)c2C(c2ccco2)N1CCN1CCOCC1 (stereo not given) | -5% | 4% | -11%
COc1cc(SC)ccc1C(=O)OCC(=O)N1CCCC1 | . | -10% | 1%
O=C(NC1CC1)C1CCN(C2CCN(C(=O)Cc3ccc(F)cc3)CC2)CC1 | 5% | -3% | 4%
Brc1cc2c(cc1-c1nc3ccccc3s1)OCO2 | -11% | -9% | 7%
O=C(COC(=O)CCc1nc2ccccc2c(=O)[nH]1)NC1CCS(=O)(=O)C1 (stereo not given) | -8% | -7% | -2%
O=C(c1ccc(Cl)c(S(=O)(=O)N2CCCC2)c1)N1CCN(c2ncccn2)CC1 | -3% | -3% | 9%
Cc1cccc(NC(=O)NCCN2CCN(c3ccccc3)CC2)c1C | . | 1% | -13%
CCn1cc(C(=S)N2CCC(C(N)=O)CC2)c2ccccc21 | 5% | 6% | -3%
C1CCN(c2nc3nonc3nc2N2CCCCC2)CC1 | 5% | -6% | -2%
CCN=C1SC(C(N)=O)CC(=O)N1CC (stereo not given) | -11% | 6%[2.35 µM] | -1%
COc1ccc(C(=O)n2nc(-c3ccc(Cl)cc3)nc2NCc2ccco2)cc1 | 1% | . | 3%
C=CCn1cc(C(=O)NCCN(CC)CC)c(=O)c2cc(S(=O)(=O)N3CCCCCC3)ccc21 | 2% | ? | 24%
CCOC(=O)c1c(NC(=O)C2=COCCO2)sc2c1CCN(C(=O)OC)C2 | . | -3% | -3%
COc1cc(SC)ccc1C(=O)N1CCN(c2ccc(O)cc2)CC1 | 3% | -20% | -6%
CC(CN1C(C)CCCC1C)OC(=O)c1ccc(F)cc1 (stereo not given) | . | 1% | -2%
COc1ccc(C(=O)N2CCCC(Nc3ccc(C)c(C)c3)C2)cc1 (stereo not given) | 7% | 5% | -6%
CCCCN(C(=O)c1ccc([N+](=O)[O-])s1)c1c(N)n(CC(C)C)c(=O)[nH]c1=O | -11% | -1% | 7%
COc1cc(NC(=O)CSc2nc3ccccc3cc2C)c(C(=O)O)cc1OC | 5% | 1% | 4%
C=CCn1c(COc2ccccc2F)nnc1SCC(=O)Nc1cc2oc3ccccc3c2cc1OC | 5% | 21% | -3%
CCOC(=O)c1c(CSc2ccccc2)oc2ccc(O)cc12 | -1% | 12% | -31%
O=C(COc1ccccc1F)N/N=C1\CCCc2ccccc21 | 0% | ? | -2%
CCCNC(=O)c1ccc2c(c1)N=C(CCC)c1ccccc1S2 | 0% | . | -5%
Cc1ccc(-c2nc(CS(=O)CC(=O)NCc3ccco3)c(C)o2)cc1 (stereo not given) | 4% | -11% | -18%
Cc1nc2ccc(S(=O)(=O)N(C)CC(=O)NC(C)c3ccccc3)cc2s1 (stereo not given) | 4% | -7% | 1%

Bioassay records: PubChem, National Center for Advancing Translational Sciences (NCATS)
